Screening data (PubChem BioAssay)
PGC1a acetyl inh = lowers PGC1a acetylation signal in U2OS cells. AlphaScreen anti-acetyl-lysine; with virally co-expressed GCN5 acetyltransferase. inhibition, % at 15.6 µM. actives 0.17% (n = 350,000). AID 651687;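 active = every replicate shows inhibition of at least 40%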;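 also: 0% = neutral control wells and 100% = positive control wells; some results beyond the cut were filed as inactive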
GSIS activator = primary screen for activators of insulin secretion dependent on glucose, INS-1E cells, GLuc reporter luminescence; INS-1E GLuc reporter insulin secretion, 2-3 h; AID 743287; actives 0.61% (n = 370,000); activation, % at 16.6 µM;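 active = lowest replicate activation of at least 40%, so every replicate reaches that level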;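 also: 0% = median of neutral control wells and 100% = median of IBMX positive control wells; some compounds called inactive have numbers as strong as hits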
FN deposit inh = fibronectin deposition inhibition. AH1F fibroblasts, Alexa488-fibronectin deposition fluorescence, overnight. inhibition, % at 12.6 µM. actives 0.086% (n = 350,000). AID 743247;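 active = mean inhibition across replicates of 30% or more, regardless of how many single replicates reach that level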;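 also: positive control wells lacked labelled fibronectin entirely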
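material = AH1F fibroblast monolayer depositing Alexa488-labelled fibronectin into matrix | amount = 10000 AH1F cells/well | buffer or medium = DMEM plus 2% serum, read in PBS | incubation = 1 h cell adhesion before compound, then overnight fibronectin incubation | detection = fluorescence at 485 nm excitation, 525 nm emission | evaluation = percent inhibition as loss of matrix-bound fibronectin fluorescence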
F508del corr = correctors of CFTR F508del function in bronchial epithelial cells; CFBE cells, YFP halide quenching; stimulated with forskolin plus potentiator P3; % fluorescence drop versus neutral controls; activity (quench increase), % at 7.58 µM; actives 0.36% (n = 350,000);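 active = mean added fluorescence quench of at least 8% versus neutral control, with both replicates also reaching 8%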;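 also: cells transiently co-express mutant CFTR-F508del with the halide-sensitive YFP; corrector assay measuring rescue of mutant channel to the surface after 24 h compound exposure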
Starred values were filed as active, the others as inactive; nt = no result given. This is a subset; rates above refer to the full screens.

The line under a structure holds: PGC1a acetyl inh	GSIS activator	FN deposit inh	F508del corr
CCOc1cc(CNCCc2c[nH]c3ccccc23)cc(Cl)c1OC
 : -10.4	nt	2.3	1.8
C=CCn1c(O)c(C(CC)=Nc2ccc3c(c2)CCC3)c(=O)[nH]c1=O
 : 10.1	nt	-13.4	0.0
CCOP(=O)(OCC)C(O)c1cccnc1 (configuration not stated)
 : 9.8	nt	4.9	0.3
O=C(Cc1ccccn1)N1CC2(C1)[C@H](c1ccccc1)[C@H](CO)N2Cc1ccccn1
 : 5.9	19.1	nt	-5.2
NC(N)=N/N=C/c1ccc(N2CCOCC2)cc1
 : -20.2	14.7	nt	4.6
CCOC(=O)C1=C(NC(=S)NC(=O)c2ccccc2)c2ccccc2CC12CCCC2
 : 5.2	2.1	nt	2.0
COc1ccc(CCNC(C)CCc2ccc(OC)cc2)cc1 (configuration not stated)
 : 3.4	-15.5	nt	0.5
CC=Cc1ccc2n(c1=O)C[C@@H]1[C@@H](CO)[C@H](C(=O)OC)[C@H]2N1CC1CCCC1 (mixture of isomers)
 : -0.5	-6.5	nt	-2.3
CNc1cc(N2CCNCC2)ccc1[N+](=O)[O-]
 : -0.2	-10.4	nt	-1.8
COc1cc(CN2CCCC(C(=O)c3sccc3C)C2)cc(OC)c1O (configuration not stated)
 : -10.3	-3.1	nt	-3.3

Next compounds
The line under a structure holds: PGC1a acetyl inh	GSIS activator	FN deposit inh	F508del corr
O=C(Cc1ccccn1)N1CC2(C1)[C@@H](c1ccccc1)[C@@H](CO)N2Cc1ccccn1
 : -1.9	0.0	nt	-1.5
COC(=O)[C@@H]1[C@@H](CO)[C@@H]2Cn3c(ccc(C4=CCCCC4)c3=O)[C@H]1N2CC1CCCCC1
 : -1.7	-9.0	nt	1.0
Clc1ccc(OCC#CCN2CCCC2)cc1
 : 4.9	7.6	nt	-2.0
COc1ccc(/C=C2\C(=O)NC(=S)N(C)C2=O)cc1C
 : 11.0	1.6	nt	0.6
O=c1[nH]c(=O)n(-c2cccc(Cl)c2)c(O)c1C=NCCN1CCCCC1
 : 12.4	-0.9	nt	2.0
COc1ccc(-n2cnc3cc(C(=O)N4CCC5(CC4)OCCO5)ccc32)cc1
 : 3.5	19.3	-7.4	nt
O=c1[nH]c2ccccc2c(=O)n1-c1ccc(Cl)cc1Cl
 : 2.9	16.7	-4.5	nt
CCOP(=O)(OCC)C1(O)C(=O)Nc2ccccc21 (configuration not stated)
 : 4.1	16.9	-0.6	nt
CCC1(CCC(C)C)C(=O)NC(=O)N(c2ccccc2)C1=O (configuration not stated)
 : nt	7.6	-12.8	2.4
O=c1[nH]c(=S)n(-c2ccccc2F)c(O)c1C=Nc1ccc(N2CCOCC2)cc1
 : nt	10.1	9.1	-3.6

Entries of single compounds from above. Order of screens: PGC1a acetyl inh	GSIS activator	FN deposit inh	F508del corr
Shown for O=c1[nH]c2ccccc2c(=O)n1-c1ccc(Cl)cc1Cl : 2.9	16.7	-4.5	nt
Shown for CC=Cc1ccc2n(c1=O)C[C@@H]1[C@@H](CO)[C@H](C(=O)OC)[C@H]2N1CC1CCCC1 (mixture of isomers) : -0.5	-6.5	nt	-2.3
Shown for COc1ccc(/C=C2\C(=O)NC(=S)N(C)C2=O)cc1C : 11.0	1.6	nt	0.6
Shown for O=C(Cc1ccccn1)N1CC2(C1)[C@@H](c1ccccc1)[C@@H](CO)N2Cc1ccccn1 : -1.9	0.0	nt	-1.5

Additional structures
The line under a structure holds: PGC1a acetyl inh	GSIS activator	FN deposit inh	F508del corr
O=C(NCCN1CCC2(CC1)C(=O)NCN2c1ccccc1)c1cccnc1Cl
 : nt	21.0	0.3	0.1
CCOP(=O)(OCC)C(NC(=O)CN1C(=O)c2ccccc2S1(=O)=O)C(Cl)(Cl)Cl (configuration not stated)
 : nt	2.7	3.5	-2.7
Cc1ccc(CN2CCN(Cc3ccccc3)CC2)cc1
 : nt	-0.8	0.8	6.4
Cc1cccc(CN2CCCN(Cc3ccc(Cl)cc3)S2(=O)=O)c1
 : nt	8.0	10.1	-0.7
CC(C)(C)N1CC(C(=O)c2ccccc2)C1c1ccccc1 (configuration not stated)
 : nt	2.1	2.0	2.2
Cn1c(O)c(C=NC2CCCCCC2)c(=O)[nH]c1=S
 : nt	5.4	20.7	-1.0
CCOC(=O)CC(NC(=O)C(Cc1ccc(N(CCCl)CCCl)cc1)NC(C)=O)C(=O)OCC (configuration not stated)
 : nt	3.6	-19.5	-0.6
Cc1nn(Cc2ccccc2)c(C)c1C(=O)OCC(=O)Nc1cccc(S(N)(=O)=O)c1
 : nt	-3.5	-1.6	3.8
O=C1N(c2ccccc2)C(c2cccnc2)N2CCCN12 (configuration not stated)
 : nt	5.8	3.6	-1.1
Cc1cc(/C=C2\C(=O)NC(=O)N(c3ccc(F)cc3)C2=O)c(C)n1-c1ccc(C(=O)O)cc1
 : nt	-3.5	13.4	3.1

The results go on.
The line under a structure holds: PGC1a acetyl inh	GSIS activator	FN deposit inh	F508del corr
Cc1c(NP(=S)(C(C)(C)C)C(C)(C)C)c(=O)n(-c2ccccc2)n1C
 : nt	13.7	-2.0	-2.7
CN1CN(c2ccccc2)C2(CCN(CCCSc3ccccc3NC(=O)/C=C/c3ccccc3)CC2)C1=O
 : nt	-48.9	0.7	2.4
CCOP(=O)(OCC)C(NC(=O)c1ccc(C)cc1)=C(Cl)Cl
 : nt	-3.2	-12.8	1.2
CC(C(=O)c1ccc2ccccc2c1)N1CCCCC1 (configuration not stated)
 : nt	-4.2	3.7	-3.2
CCOC(=O)[C@]12Cc3ccc4ccccc4c3[C@H]1N(Cc1ccccc1)C(=O)c1ccccc12
 : nt	5.4	-11.3	4.0
Cc1cc(Oc2ccc(C(F)(F)F)cc2[N+](=O)[O-])c2c3c(c(=O)oc2c1)CCCC3
 : nt	-1.2	-5.8	0.8
COc1ccc(S(=O)(=O)N2CC3CC(C2)c2cccc(=O)n2C3)cc1 (configuration not stated)
 : nt	-0.4	-1.1	0.2
COc1cccc(C(=O)C2CCCN(Cc3cccc(C)n3)C2)c1 (configuration not stated)
 : nt	8.2	-7.4	-0.8
CC(=NCCc1ccccc1)c1c(O)n(C)c(=O)n(C)c1=O
 : nt	30.8	10.6	0.6
O=C1/C(=C\c2ccc([N+](=O)[O-])cc2)N2CCC1CC2
 : nt	-7.2	0.1	0.6

Continued:
canonical_smiles	PGC1a acetyl inh	GSIS activator	FN deposit inh	F508del corr
N#CC(C#N)=Cc1cccnc1	nt	3.9	4.8	-0.8
O=P(Nc1ccccc1)(Nc1ccccc1)Oc1ccccc1	nt	-0.4	-3.4	0.0
O=C1NC(=O)C2(CCN(c3ccccc3)CC2)C(=O)N1	nt	24.7	-1.7	-2.1
COc1ccc(/C=C2/C(=O)NC(=O)N(c3ccc(C)c(C)c3)C2=O)cc1CN1C(=O)c2ccccc2C1=O	nt	11.8	10.3	-3.4
O=C(NCCN1CCC2(CC1)C(=O)NCN2c1ccccc1)c1ccc(Cl)cc1	nt	-15.8	5.9	0.1
CCCC(=O)N(C)C1=Nc2ccc(Cl)cc2C(c2ccccc2)=[N+]([O-])C1	nt	-31.2	-2.5	-0.1
CSc1nc2ccccc2c(=O)n1-c1cccnc1	nt	0.6	7.7	3.7
Cc1ccc(-n2c(-c3ccc([N+](=O)[O-])cc3)nc3ccccc3c2=O)cc1	nt	37.7	4.4	0.1
CC[C@@H]1c2ccccc2[C@@H]2CC[C@H]1N2c1ccccc1	nt	2.5	6.2	-1.6
CC(=O)OC1C(O)C2=C3C4(C)C1C(C)(C)C(=O)CC4C3(O)C(OC(C)=O)C1(CC1C)C2=O (configuration not stated)	nt	21.7	3.6	2.5
O=C(c1ccc2c(c1)ncn2-c1ccc(F)cc1F)N1CCC2(CC1)OCCO2	nt	-1.3	-3.5	-1.3
CC(C)C(C)(NC(=O)c1cccn(Cc2ccc3c(c2)OC(F)(F)O3)c1=O)C(N)=O (configuration not stated)	nt	-19.5	-3.6	1.2

Next section.
canonical_smiles	PGC1a acetyl inh	GSIS activator	FN deposit inh	F508del corr
COc1ccc(-n2c(O)c(C=NCc3ccc4c(c3)OCO4)c(=O)[nH]c2=O)cc1	nt	-7.9	-8.4	0.9
N=C1c2ccccc2CN1c1cccc([N+](=O)[O-])c1	nt	1.5	14.2	1.0
CCc1ccc(N2C(=O)NC(=O)/C(=C/c3cccn3CCOc3ccc(C(C)CC)cc3)C2=O)cc1 (configuration not stated)	nt	-1.3	-2.1	-4.5
CN1C(=O)C(Cc2ccccc2)C(=O)N(C)C1=O	nt	-3.9	1.2	-0.6
NCCc1ccc(S(N)(=O)=O)cc1	nt	9.2	9.0	1.3
O=c1[nH]c(=O)n(Cc2ccccc2Cl)c(O)c1/C=C1/C=CC=N1	nt	29.7	-1.4	2.9
CCN1CCN(c2ccc(NC(C)=O)cc2Cl)CC1	nt	6.1	2.3	3.4
CC(C)OC(=O)C1C2c3ccccc3C(c3ccccc32)C1C(=O)O (configuration not stated)	nt	-21.0	8.0	-0.3
O=c1[nH]c(=S)n(C2CC2)c(O)c1C=NCc1ccc(F)cc1	nt	4.5	1.9	-0.6
CCC(C)N1C(=O)/C(=C\c2cnc(N(C)C)nc2)C(=O)NC1=S (configuration not stated)	nt	-3.1	0.0	-1.0
COCCCn1c(N)c(C(=O)NCc2ccco2)c2nc3ccccc3nc21	nt	-3.4	4.0	-6.8
COC(=O)C(O)(c1ccc(N(C)C(=O)COc2ccccc2)cc1)C(F)(F)F (configuration not stated)	nt	3.1	-9.5	1.2

Later entries
canonical_smiles	PGC1a acetyl inh	GSIS activator	FN deposit inh	F508del corr
C=CCn1c(O)c(C(CC)=NCCc2c[nH]c3ccccc23)c(=O)[nH]c1=O	nt	-5.5	10.2	-0.1
C=CCn1c(O)c(C(C)=NCc2ccc3c(c2)OCO3)c(=O)[nH]c1=O	nt	9.2	-1.7	-2.1
CCOC(=O)[C@]12Cc3cc(Cl)ccc3[C@H]1N(C)C(=O)c1ccccc12	nt	-14.3	14.7	1.7
O=[N+]([O-])[N-][n+]1cnn(Cc2ccc(Cl)cc2)c1	nt	23.8	4.0	2.1
CCCCn1c(O)c(C=NCc2ccc3c(c2)OCO3)c(=O)[nH]c1=O	nt	22.9	8.0	-0.3
O=[N+]([O-])c1ccc(N2CCNCC2)c(Cl)c1	nt	-1.8	-3.9	4.0
O=C1NC(=O)N(Cc2ccco2)C(=O)/C1=C\c1cccn1CCOc1ccccc1	nt	-4.6	1.3	2.3
N/C(=N\[N+](=O)[O-])N1CCN(C(=O)c2ccccc2)CC1	nt	-2.6	-1.9	-1.3
COc1ccc(C2N(c3cc(C)on3)C(=O)C3CCCN32)cc1 (configuration not stated)	nt	16.1	-2.3	0.6
C=CCC1(Cc2ccsc2)C(=O)NC(=O)NC1=O	nt	10.2	-12.4	0.7
Cc1ccc(OC(=O)N(C)C[C@H]2OCc3ccccc3-c3c(n(C)c4ccccc34)C(=O)N([C@@H](C)CO)C[C@@H]2C)cc1	nt	-21.0	-5.7	1.1
O=[N+]([O-])c1nccn1CC(O)CN1CC1 (configuration not stated)	nt	9.3	12.4	-0.6

Next section:
canonical_smiles	PGC1a acetyl inh	GSIS activator	FN deposit inh	F508del corr
COc1cc(N2CCOCC2)ccc1C=C1C(=O)NC(=O)NC1=O	nt	8.5	-10.3	3.0
CN1CCc2nc(SCc3ccccc3Br)c(C#N)cc2C1	nt	-9.0	4.7	5.3
COc1ccc(CN2C(=O)CC(=O)NC2=S)cc1	nt	-14.8	4.8	2.9
c1ccc2c3c([nH]c2c1)C1(CCNCC1)NCC3	nt	26.3	-0.5	0.3
CNC(=O)c1cccn(Cc2cc(C(F)(F)F)cc(C(F)(F)F)c2)c1=O	nt	-14.8	2.5	0.4
CN1CC(C(=O)c2ccc(Cl)cc2)C(c2ccccc2)C1 (configuration not stated)	nt	-24.4	8.0	-0.7
CC(C)C[C@@H]1COc2cc(N3CCN(C)CC3)ccc2S(=O)(=O)N1	nt	-10.9	1.5	-2.5
Cn1cccc1/C=C1\C(=O)NC(=O)N(CCC2=CCCCC2)C1=O	nt	-11.5	8.5	1.7
O=C(Cc1ccccc1)OCC(=O)N1CCN(S(=O)(=O)c2ccc(Cl)cc2)CC1	nt	-7.7	-6.7	-1.0
Nc1ccccc1C(=O)OCC(=O)c1ccc2c(c1)OCCO2	nt	2.8	-11.8	-1.9
Cc1ccsc1C(=O)C1CCCN(Cc2cnc(N3CCCC3)s2)C1 (configuration not stated)	nt	-3.4	6.1	-0.6
COc1cccc(-n2c(CN3CCN(C)CC3)nc3ccc([N+](=O)[O-])cc3c2=O)c1	nt	11.6	-2.1	-0.7
CN1CCc2nc(SCc3cccc(Br)c3)c(C#N)cc2C1	nt	-10.9	-5.1	0.0
O=C(N/N=C/c1c(O)n(CCc2ccc(F)cc2)c(=O)[nH]c1=O)c1ccncc1	nt	-18.3	-14.3	2.0
c1ccc2nc(OCCN3CC3)ccc2c1	nt	17.9	2.6	2.9
